Compound activity: PubChem BioAssay, several laboratories
N-glyco inh: blocks N-linked glycosylation in D54 reporter cells; AID 588692; D54 ERlucT glycosylation luciferase reporter, 24 h; percent of 100 nM tunicamycin response; 0.23% of 360,000 active; reporter increase, % at 12.5 µM;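 active = mean luciferase reporter signal, scaled so untreated is 0 and the glycosylation-blocking control 100, at or above a set limit in every replicate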;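 also: luciferase carries N-glycosylation sites so blocking glycosylation raises the light; 0% = median of neutral control wells and 100% = median of 100 nM tunicamycin wells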
ABCB6 inh MLPCN: inhibitors of human ABC transporter ABCB6; K562-ABCB6 porphyrin accumulation, flow cytometry, 1 h; stronger effect = lower value; 0.19% of 360,000 active; fluorescence ratio to DMSO, % at 10 µM;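 active = fluorescence ratio to DMSO below 75%, the collection mean minus 3 SD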;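 also: signal is porphyrin accumulated inside mitochondria; 100% equals median channel fluorescence of DMSO control wells; lower ratio means ABCB6 inhibition with less porphyrin fluorescence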
Target sequence (Q9NP58 whole entry, looked up): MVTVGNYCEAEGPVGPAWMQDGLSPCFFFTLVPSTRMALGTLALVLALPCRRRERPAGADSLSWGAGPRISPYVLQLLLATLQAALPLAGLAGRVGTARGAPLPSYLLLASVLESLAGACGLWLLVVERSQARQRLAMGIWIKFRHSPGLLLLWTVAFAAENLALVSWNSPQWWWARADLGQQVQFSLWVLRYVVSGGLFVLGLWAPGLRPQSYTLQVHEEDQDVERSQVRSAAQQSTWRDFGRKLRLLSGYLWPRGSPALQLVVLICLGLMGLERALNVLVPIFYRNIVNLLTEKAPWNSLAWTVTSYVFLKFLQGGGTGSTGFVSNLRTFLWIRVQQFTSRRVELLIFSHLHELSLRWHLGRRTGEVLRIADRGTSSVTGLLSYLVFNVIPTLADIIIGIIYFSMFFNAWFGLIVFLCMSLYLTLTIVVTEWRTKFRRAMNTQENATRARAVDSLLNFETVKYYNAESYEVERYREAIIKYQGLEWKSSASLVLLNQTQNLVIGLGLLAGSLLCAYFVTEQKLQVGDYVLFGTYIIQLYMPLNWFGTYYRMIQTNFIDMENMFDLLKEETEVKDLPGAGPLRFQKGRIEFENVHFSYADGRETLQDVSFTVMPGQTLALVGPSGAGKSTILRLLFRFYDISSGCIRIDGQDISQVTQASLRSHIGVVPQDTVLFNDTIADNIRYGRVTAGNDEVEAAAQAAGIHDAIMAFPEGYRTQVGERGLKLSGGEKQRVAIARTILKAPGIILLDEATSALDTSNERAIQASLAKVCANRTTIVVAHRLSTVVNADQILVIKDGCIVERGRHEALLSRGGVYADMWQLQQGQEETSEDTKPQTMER
Exocytosis inh: blocks lytic granule exocytosis; TALL-104 LAMP-1 surface exposure, flow cytometry; cells stimulated with thapsigargin and PMA; inhibition, % at 10 µM; 0.66% of 360,000 active; AID 651702;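 active = inhibition above about 55%, limit read from the data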
CaV13 ICDI inh: Primary screen for inhibitors of IQ motif and Ca2+-dependent inactivation inhibitor domain binding in CACNA1D, Förster resonance energy transfer in living cells, … | AID 743397 | inhibition, % at 12.3 µM | 0.098% of 340,000 active | HEK cells, CFP/YFP FRET ICDI-IQ, plate reader, 10 min; percent FRET-ratio fall versus neutral wells;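 active = mean replicate inhibition of at least 30% and at least 1% of replicates passing that level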;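 also: 0% = median of the neutral control wells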
hiPSC survival: hiPSC single-cell survival enhancement; ATPlite luminescence; 100% = ROCK inhibitor wells, 0% = DMSO; 0.044% of 360,000 active; survival enhancement, % at 20 µM; in the data active = survival enhancement above about 18%;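 also: cells exposed to compounds for 16 hours before the ATP read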
m5-HT2A agonist: mouse HTR2A agonism via beta-arrestin recruitment; 0.66% of 360,000 active; activation, % at 7.6 µM; AID 624169; CHO-K1 mHTR2A beta-arrestin complementation, luminescence; percent of 30 µM serotonin response; P35363;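 active = activation above a run cutoff, the mean activation of all tested compounds plus 3 SD, cut at about 14% in these data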;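 also: 0% = plate median of compound wells and 100% = 30 µM serotonin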
H9c2 protect: myocardial damage modulation in H9c2 cells; H9c2 cardiomyocytes, H2O2 injury protection, ATPLite, 2 h; protection from H2O2 cell death, % at 20 µM; 0.63% of 360,000 active; AID 588492;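 active = compounds giving at least 50% protection of heart cells from peroxide-induced death in the single-dose screen, raw or plate-pattern-corrected value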;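 also: 0% = DMSO wells with peroxide and 100% = DMSO wells without peroxide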
PDI inh: blocks human protein disulfide isomerase activity | PDI insulin aggregation turbidity, A650, 90 min | inhibition, % at 10 µM | 0.052% of 350,000 active;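 active = mean inhibition across replicates of 30% or more, whatever share of single replicates reach that level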;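 also: absorbance from insulin aggregation driven by PDI reduction with DTT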
aDG glyco up: increases alpha dystroglycan glycosylation | Pro5-aDG cells, alpha-DG glycosylation AlphaScreen (IIH6); 0% Pro5, 100% B10-LARGE cell signal | activation, % at 10 µM | 0.22% of 360,000 active | AID 624168;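 active = activation of at least 8% versus controls, or a plate z-score of at least 8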;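 also: Pro5 are CHO cells carrying HIG-tagged alpha-DG that lacks glycosylation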
Vif inh: HIV Vif inhibition; HEK293T cells, Vif self-association by quenched fluorescence, imaging, 24 h; inhibition, % at 7.49 µM; 0.35% of 340,000 active; AID 602346; in the data active = inhibition above about 50%, passing the limit was not always enough; also: some results filed as inactive read as strong as hits
* hit, by the source's call. This is a random part of the collection, and some 3.1% of all compounds hit somewhere here.

CCN(c1ccccc1)S(=O)(=O)c1cc([N+](=O)[O-])ccc1N was read as N-glyco inh -2, ABCB6 inh MLPCN 99, Exocytosis inh 2, CaV13 ICDI inh -5, hiPSC survival -0.3, m5-HT2A agonist -3, H9c2 protect -5, PDI inh -2, aDG glyco up -0.4 and Vif inh 1.
CCn1c(SCC(=O)NCc2ccco2)nc2ccccc2c1=O was read as N-glyco inh 1, ABCB6 inh MLPCN 98, Exocytosis inh 2, CaV13 ICDI inh -4, hiPSC survival -0.6, m5-HT2A agonist -3, H9c2 protect 11, PDI inh -3, aDG glyco up 0.2 and Vif inh -9.
For O=C(C1CCCO1)N1CCN(C(=S)Nc2ccccc2C(F)(F)F)CC1 (configuration not stated) the results were N-glyco inh -1, ABCB6 inh MLPCN 101, Exocytosis inh -1, CaV13 ICDI inh -4, hiPSC survival -0.9, m5-HT2A agonist 5, H9c2 protect 3, PDI inh -2, aDG glyco up 0.0 and Vif inh -1.
Screening Cc1cc(Br)cn2c(Cc3ccsc3)c(C3CCCCC3)nc12 returned N-glyco inh -1, ABCB6 inh MLPCN 104, Exocytosis inh 2, hiPSC survival -1.5, m5-HT2A agonist 8, H9c2 protect -3 and aDG glyco up -0.2.
For O=C(NC1CCN(Cc2ccccc2)CC1)C12CC3CC(CC(C3)C1)C2 the results were N-glyco inh -2, ABCB6 inh MLPCN 99, Exocytosis inh 1, CaV13 ICDI inh -3, hiPSC survival -3.1, m5-HT2A agonist -3, H9c2 protect 2, PDI inh -2, aDG glyco up 0.1 and Vif inh 4.
O=S(=O)(c1ccc2nnn(O)c2c1)N1CCCCC1 was read as N-glyco inh 2, ABCB6 inh MLPCN 97, Exocytosis inh 1, CaV13 ICDI inh 6, hiPSC survival 2.1, m5-HT2A agonist 20*, H9c2 protect 3, PDI inh -1, aDG glyco up -0.5 and Vif inh 1.
`COc1ccccc1C1CC(=O)Nc2cc3c(cc21)OCCO3` (configuration not stated) gave N-glyco inh 21, ABCB6 inh MLPCN 107, Exocytosis inh 4, CaV13 ICDI inh -7, hiPSC survival -2.6, m5-HT2A agonist 3, H9c2 protect -11, PDI inh 3, aDG glyco up 0.0 and Vif inh 9.
For c1ccc(CN2CC[C@@H](Nc3nccn4ccnc34)C2)cc1 the results were N-glyco inh 0, ABCB6 inh MLPCN 99, Exocytosis inh 0, CaV13 ICDI inh -7, hiPSC survival 0.5, m5-HT2A agonist -2, H9c2 protect 9, PDI inh -3, aDG glyco up -0.2 and Vif inh 2.
c1cc(CNCCCN2CCOCC2)ccn1 was read as N-glyco inh 1, ABCB6 inh MLPCN 102, Exocytosis inh -1, CaV13 ICDI inh -5, hiPSC survival 1.0, m5-HT2A agonist 11, H9c2 protect 2, PDI inh 2, aDG glyco up 0.0 and Vif inh 0.
`CC(=O)CCc1c(C)[nH]c2ccccc2c1=O` gave N-glyco inh 3, ABCB6 inh MLPCN 91, Exocytosis inh -3, CaV13 ICDI inh -9, hiPSC survival 1.5, m5-HT2A agonist -5, H9c2 protect 1, PDI inh -2, aDG glyco up -0.1 and Vif inh -1.
For O=C(Nc1cc(S(=O)(=O)N2CCOCC2)ccc1N1CCOCC1)c1ccc([N+](=O)[O-])s1 the results were N-glyco inh -2, ABCB6 inh MLPCN 103, Exocytosis inh -1, CaV13 ICDI inh -13, hiPSC survival -1.2, m5-HT2A agonist -3, H9c2 protect 3, PDI inh -1 and aDG glyco up 3.0.
Screening N#Cc1c(-c2ccccc2)cc(C2CC2)nc1N returned N-glyco inh -1, ABCB6 inh MLPCN 92, Exocytosis inh 3, hiPSC survival -2.5, m5-HT2A agonist 0, H9c2 protect -5, PDI inh 1, aDG glyco up 0.0 and Vif inh -8.
Screening COc1cccc(CNC(=O)C2CCC(CNc3nc(=S)[nH]c4ccccc34)CC2)c1 (configuration not stated) returned N-glyco inh -2, ABCB6 inh MLPCN 87, Exocytosis inh 0, CaV13 ICDI inh 7, hiPSC survival -0.8, m5-HT2A agonist 2, H9c2 protect -4, PDI inh 2, aDG glyco up 0.1 and Vif inh 22.
For COCCN(Cc1nc2ccccc2c(=O)[nH]1)C(=O)COc1ccccc1-c1ccccc1 the results were N-glyco inh -11, ABCB6 inh MLPCN 103, Exocytosis inh 8, CaV13 ICDI inh -6, hiPSC survival -0.4, m5-HT2A agonist -4, H9c2 protect 11, PDI inh 3, aDG glyco up 0.0 and Vif inh -8.
Screening c1ccc(-c2nc(NCC3CCCO3)c3oc4ccccc4c3n2)cc1 (configuration not stated) returned N-glyco inh 3, ABCB6 inh MLPCN 99, Exocytosis inh 1, CaV13 ICDI inh -3, hiPSC survival -0.5, m5-HT2A agonist -3, H9c2 protect -10, PDI inh -3, aDG glyco up 0.2 and Vif inh 3.
For Cc1cc(NC(=O)CCCn2nc([N+](=O)[O-])cc2C)no1 the results were N-glyco inh 0, ABCB6 inh MLPCN 99, Exocytosis inh -1, CaV13 ICDI inh -17, hiPSC survival 0.9, m5-HT2A agonist -3, H9c2 protect 3, PDI inh -6, aDG glyco up -0.2 and Vif inh 9.
`Cc1cc(NC(=O)CCC(=O)N(CC(=O)NCC2CCCO2)c2ccccc2C)no1` (configuration not stated) gave N-glyco inh 1, ABCB6 inh MLPCN 95, Exocytosis inh 3, CaV13 ICDI inh -4, hiPSC survival -2.1, m5-HT2A agonist 0, H9c2 protect -8, PDI inh 7, aDG glyco up -0.2 and Vif inh 5.
For CCN(CC)S(=O)(=O)c1ccc(Br)c(OC)c1 the results were N-glyco inh -1, ABCB6 inh MLPCN 89, Exocytosis inh -8, CaV13 ICDI inh -6, hiPSC survival 2.2, m5-HT2A agonist -2, H9c2 protect 1, PDI inh -5, aDG glyco up 0.2 and Vif inh 1.
Screening Cc1cc(/C=N/NC(N)=S)c(O)c(/C=N/NC(N)=S)c1 returned N-glyco inh 1, ABCB6 inh MLPCN 105, Exocytosis inh -4, CaV13 ICDI inh -21, hiPSC survival 0.8, m5-HT2A agonist 4, H9c2 protect 21, PDI inh -3, aDG glyco up -0.2 and Vif inh -3.
CSc1ccc(/C=N/N2CCN(c3ccccc3)CC2)cc1 was read as N-glyco inh 2, ABCB6 inh MLPCN 95, Exocytosis inh -2, CaV13 ICDI inh -3, hiPSC survival -0.1, m5-HT2A agonist 1, H9c2 protect 0, PDI inh -13, aDG glyco up -0.3 and Vif inh -5.

Two entries drawn at random from the list so far:
`Cc1cc(NC(=O)CCC(=O)N(CC(=O)NCC2CCCO2)c2ccccc2C)no1` (configuration not stated) gave N-glyco inh 1, ABCB6 inh MLPCN 95, Exocytosis inh 3, CaV13 ICDI inh -4, hiPSC survival -2.1, m5-HT2A agonist 0, H9c2 protect -8, PDI inh 7, aDG glyco up -0.2 and Vif inh 5.
For COCCN(Cc1nc2ccccc2c(=O)[nH]1)C(=O)COc1ccccc1-c1ccccc1 the results were N-glyco inh -11, ABCB6 inh MLPCN 103, Exocytosis inh 8, CaV13 ICDI inh -6, hiPSC survival -0.4, m5-HT2A agonist -4, H9c2 protect 11, PDI inh 3, aDG glyco up 0.0 and Vif inh -8.

Following part:
Screening C=CCNc1nc(-c2ccccn2)nnc1-c1ccccc1 returned N-glyco inh -14, ABCB6 inh MLPCN 94, Exocytosis inh 5, CaV13 ICDI inh -2, hiPSC survival -0.9, m5-HT2A agonist 0, H9c2 protect 73*, PDI inh 0, aDG glyco up 2.1 and Vif inh 2.
O=C(O)c1cccc(Cn2c(Cl)c(/C=N/NC(=O)c3cc4ccccc4cc3O)sc2=O)c1 was read as N-glyco inh 1, ABCB6 inh MLPCN 96, Exocytosis inh -5, CaV13 ICDI inh -16, hiPSC survival 0.7, m5-HT2A agonist -3, H9c2 protect 0, PDI inh 11, aDG glyco up 0.0 and Vif inh -1.
`Cc1ccc(C2=Nn3c(COc4ccc(Cl)cc4)nnc3SC2CC(=O)O)cc1` (configuration not stated) gave N-glyco inh 2, ABCB6 inh MLPCN 97, Exocytosis inh 4, CaV13 ICDI inh -5, hiPSC survival -0.2, m5-HT2A agonist -1, H9c2 protect -7, PDI inh -6, aDG glyco up 0.2 and Vif inh 14.
For Cc1cccc(N2CCN(C(=O)NCc3ccc(Cl)cc3)CC2)c1 the results were N-glyco inh 5, ABCB6 inh MLPCN 98, Exocytosis inh 1, CaV13 ICDI inh -4, hiPSC survival -3.4, m5-HT2A agonist 1, H9c2 protect 2, PDI inh 2, aDG glyco up 0.1 and Vif inh -3.
C=CCN(CC=C)C(=O)COC(=O)c1n[nH]c2ccccc12 was read as N-glyco inh 2, ABCB6 inh MLPCN 102, Exocytosis inh 0, CaV13 ICDI inh 7, hiPSC survival 0.0, m5-HT2A agonist -4, H9c2 protect 4, PDI inh 4, aDG glyco up 0.0 and Vif inh -6.
For CSc1ccccc1OCc1cc(C(=O)N(C)CC2COCCO2)no1 (configuration not stated) the results were N-glyco inh 1, ABCB6 inh MLPCN 100, Exocytosis inh 0, CaV13 ICDI inh -6, hiPSC survival -0.3, m5-HT2A agonist 0, H9c2 protect 2, PDI inh -1, aDG glyco up -0.2 and Vif inh 18.
O=C(Nc1cccn(Cc2ccc(F)cc2)c1=O)NC1CCCCC1 was read as N-glyco inh -3, ABCB6 inh MLPCN 90, Exocytosis inh -1, CaV13 ICDI inh -4, hiPSC survival -1.8, m5-HT2A agonist 2, H9c2 protect -3, PDI inh 5, aDG glyco up 0.2 and Vif inh -12.
CC(=O)N(C)c1cc([N+](=O)[O-])ccc1OCc1ccccc1 was read as N-glyco inh 2, ABCB6 inh MLPCN 97, Exocytosis inh -3, CaV13 ICDI inh -5, hiPSC survival 0.4, m5-HT2A agonist 5, H9c2 protect -1, PDI inh 0, aDG glyco up -0.2 and Vif inh -5.
COc1ccc(NC(=O)C2Cc3c(-c4cccc(F)c4)ccnc3O2)cn1 (configuration not stated) was read as N-glyco inh 0, ABCB6 inh MLPCN 104, Exocytosis inh 5, CaV13 ICDI inh -6, hiPSC survival 3.6, m5-HT2A agonist 1, H9c2 protect 4, PDI inh 5, aDG glyco up 0.1 and Vif inh -9.
COc1ccc(Cc2nc(C(=O)Nc3ccc(Cl)cc3)cs2)cc1 was read as N-glyco inh 0, ABCB6 inh MLPCN 102, Exocytosis inh 0, hiPSC survival 0.8, m5-HT2A agonist 1, H9c2 protect -34, PDI inh 4 and aDG glyco up 0.1.
`CCc1nnc(NC(=O)c2ccc(COc3ccccc3)o2)s1` gave N-glyco inh -1, ABCB6 inh MLPCN 89, Exocytosis inh 1, CaV13 ICDI inh -4, hiPSC survival 2.8, m5-HT2A agonist 0, H9c2 protect 1, PDI inh -1, aDG glyco up -0.4 and Vif inh 6.
For CC(C)c1ccc(NC(=O)COC(=O)c2nn(C)c(=O)c3ccccc23)cc1 the results were N-glyco inh 0, ABCB6 inh MLPCN 100, Exocytosis inh 3, CaV13 ICDI inh -6, hiPSC survival 0.3, m5-HT2A agonist 5, H9c2 protect -2, PDI inh 7, aDG glyco up 0.1 and Vif inh 0.
Screening O=C(C1CCCO1)N1CCN(S(=O)(=O)c2ccccc2)CC1 (configuration not stated) returned N-glyco inh 3, ABCB6 inh MLPCN 103, Exocytosis inh 0, CaV13 ICDI inh -8, hiPSC survival -1.1, m5-HT2A agonist -7, H9c2 protect 4, PDI inh 10, aDG glyco up 0.1 and Vif inh 1.
CC(C)N1CCCC(CNC(=O)CCc2nnc(CCCCc3ccccc3)o2)C1 (configuration not stated) was read as N-glyco inh 0, ABCB6 inh MLPCN 96, Exocytosis inh -8, CaV13 ICDI inh -5, hiPSC survival -1.4, m5-HT2A agonist 5, H9c2 protect -4, PDI inh 7, aDG glyco up -0.2 and Vif inh 2.
